From PubChem BioAssay
T cruzi growth – blocks T. cruzi growth in NIH3T3 culture; inhibition, % at 8.34 µM; AID 624255; T. cruzi beta-gal in NIH3T3, GalScreen luminescence, 90 h; hit rate 5.9% among 77,000;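 active = mean inhibition above about 93%, with at least 55% of replicates each passing it, limit read from the data, passing the limit was not always enough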
GASC1 inh – blocks human GASC-1 (KDM4C) demethylase activity; inhibition, % at 12.5 µM; GST-KDM4C 2-372, H3K9me3 peptide, LANCE TR-FRET; Q9H3R0; hit rate 0.15% among 96,000;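 active = mean replicate inhibition above about 25%, with at least 55% of replicates also reaching it, limit read from the data, passing the limit was not always enough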
Target sequence (Q9H3R0 2-372 limits assumed): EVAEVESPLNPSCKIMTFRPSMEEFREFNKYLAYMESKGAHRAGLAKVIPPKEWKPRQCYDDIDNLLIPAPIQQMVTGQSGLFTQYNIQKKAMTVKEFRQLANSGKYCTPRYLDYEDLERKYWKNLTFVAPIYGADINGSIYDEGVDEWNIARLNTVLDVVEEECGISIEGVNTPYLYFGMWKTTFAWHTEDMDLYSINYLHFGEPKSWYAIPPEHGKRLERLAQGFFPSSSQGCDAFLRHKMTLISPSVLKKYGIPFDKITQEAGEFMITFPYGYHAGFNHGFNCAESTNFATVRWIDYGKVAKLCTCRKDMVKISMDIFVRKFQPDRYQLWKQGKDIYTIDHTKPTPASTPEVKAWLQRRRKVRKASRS
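Test system: N-terminal GST-fused human GASC-1 (KDM4C) fragment, residues 2-372; quantity: GASC-1 enzyme at 10 nM final in reaction; dosing: single dose; schedule: 30 min demethylation and 1 h detection at room temperature; signal: LANCE TR-FRET, excitation 340 nm, emissions 618 and 671 nm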
Pf Dd2 growth – inhibitors of Plasmodium falciparum Dd2 growth | activity change, % at 10 µM | P. falciparum Dd2 growth, SYBR Green, 72 h; active compounds read low | hit rate 2.3% among 94,000; in the data active = activity change below about -80%
C diff HTS – C. difficile growth inhibition | Clostridium difficile clinical isolate growth, OD600, 24 h; active compounds read low | growth activity, negative = inhibition, % at 16 µg/mL (by protocol) | hit rate 0.25% among 86,000;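 active = mean growth activity at or below -80% and every replicate also at or below -80%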;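 note: 0% = DMSO wells and -100% = levofloxacin 16 µg/mL wells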
An asterisk follows results filed as active; & = joins results of further samples.

How did C[C@H](CO)N1C[C@H](C)[C@@H](CN(C)Cc2ccc3c(c2)OCO3)Oc2ccc(NC(=O)CCCN(C)C)cc2C1=O do in these assays?
GASC1 inh: 2.9; Pf Dd2 growth: 11; C diff HTS: 1

What do the screens show for `COc1ccc(CN(C)C[C@H]2OCCCC[C@@H](C)Oc3ccc(NC(=O)CCC(F)(F)F)cc3C(=O)N([C@H](C)CO)C[C@H]2C)cc1`?
T cruzi growth: -50; GASC1 inh: -1.6; Pf Dd2 growth: -45; C diff HTS: 8

Results for CO[C@H]1CC[C@H]2CCN(C)C(=O)[C@H](C)[C@@H](OC)CN(C)C(=O)c3cc(C#N)ccc3OC[C@H]1O2 ?
T cruzi growth: -15; GASC1 inh: -0.8; Pf Dd2 growth: 9

Results for Cc1noc(C)c1S(=O)(=O)Nc1ccc2c(c1)C(=O)N([C@@H](C)CO)C[C@@H](C)[C@@H](CN(C)Cc1ccc(Cl)c(Cl)c1)O2 ?
T cruzi growth: 51; GASC1 inh: -1.5; Pf Dd2 growth: 45; C diff HTS: 1

How did C[C@H](CO)N1C[C@H](C)[C@@H](CN(C)Cc2ccncc2)Oc2c(NC(=O)CCCCCC(=O)Nc3ccccc3N)cccc2C1=O do in these assays?
T cruzi growth: 46; GASC1 inh: -1.5; Pf Dd2 growth: -29

Results for CNC[C@@H]1OCCCC[C@H](C)Oc2ccc(N(C)C)cc2C(=O)N([C@@H](C)CO)C[C@@H]1C ?
T cruzi growth: 21; GASC1 inh: -0.3; Pf Dd2 growth: -2; C diff HTS: -4

Results for COc1ccc(S(=O)(=O)N[C@H]2CC[C@H](CC(=O)NCCc3ccncc3)O[C@H]2CO)cc1 ?
T cruzi growth: 14; GASC1 inh: -0.9; Pf Dd2 growth: -20; C diff HTS: -1

What do the screens show for `O=C(C[C@@H]1CC[C@H](NC(=O)c2ccc3c(c2)OCO3)[C@@H](CO)O1)NCc1ccc(Oc2ccccc2)cc1`?
T cruzi growth: -169; GASC1 inh: 1.9; Pf Dd2 growth: 2; C diff HTS: -3

Results for Cc1noc(C)c1NC(=O)Nc1ccc2c(c1)CC(=O)N([C@H](C)CO)C[C@H](C)[C@H](CN(C)C(=O)NC(C)C)O2 ?
T cruzi growth: -18; GASC1 inh: -0.3; Pf Dd2 growth: 22; C diff HTS: -9

What do the screens show for `CC(C)COC(=O)N(C)C[C@H]1OCc2cnnn2CCCC(=O)N([C@H](C)CO)C[C@H]1C`?
T cruzi growth: 22&5; GASC1 inh: 3.6; Pf Dd2 growth: -15&-24; C diff HTS: 1

What do the screens show for `C[C@@H]1CCCCO[C@@H](CN(C)C(=O)CCC(F)(F)F)[C@H](C)CN([C@@H](C)CO)C(=O)c2cc(NC(=O)Nc3ccccc3)ccc2O1`?
T cruzi growth: 1; GASC1 inh: 0.6; Pf Dd2 growth: 29; C diff HTS: -3

What do the screens show for `COCC#Cc1cnc2c(c1)C(=O)N([C@H](C)CO)C[C@H](C)[C@H](CN(C)C(=O)Nc1cc(F)ccc1F)O2`?
GASC1 inh: 0.1; Pf Dd2 growth: 12; C diff HTS: 1

How did COCC(=O)N(C)C[C@@H]1Oc2ncc(C#C[C@H](C)O)cc2C(=O)N([C@@H](C)CO)C[C@@H]1C do in these assays?
T cruzi growth: -8; GASC1 inh: 2.3; C diff HTS: -1

Results for C[C@H]1CN([C@@H](C)CO)C(=O)c2cc(NC(=O)Nc3ccc(C(F)(F)F)cc3)ccc2O[C@H]1CN(C)S(=O)(=O)c1ccc(F)cc1 ?
T cruzi growth: 42; GASC1 inh: -0.4; Pf Dd2 growth: 22; C diff HTS: 8

What do the screens show for `CCCNC(=O)Nc1ccc2c(c1)OC[C@@H](C)N(C(=O)C1CCC1)C[C@@H](C)[C@@H](OC)CN(C)C2=O`?
T cruzi growth: 23; GASC1 inh: 62*

Results for Cc1ccc(S(=O)(=O)Nc2ccc3c(c2)C(=O)N([C@@H](C)CO)C[C@H](C)[C@H](CN(C)Cc2ccncc2)OCCCC[C@H](C)O3)cc1 ?
T cruzi growth: 21; GASC1 inh: 0.1; Pf Dd2 growth: -63

How did CCCNC(=O)N1[C@H](CO)[C@@H]2c3ccccc3N(C)C[C@@H]21 do in these assays?
T cruzi growth: 3; GASC1 inh: 0.0; Pf Dd2 growth: 4; C diff HTS: 3

What do the screens show for `C[C@@H]1CN([C@H](C)CO)C(=O)c2cc(NC(=O)Cc3ccccc3)ccc2O[C@H]1CN(C)C(=O)Nc1ccccc1`?
T cruzi growth: 28; GASC1 inh: -0.3; Pf Dd2 growth: -13; C diff HTS: 13

How did C[C@H](CO)N1C[C@H](C)[C@H](CN(C)S(=O)(=O)c2ccc(F)cc2)Oc2ccc(NC(=O)Nc3ccc(C(F)(F)F)cc3)cc2CC1=O do in these assays?
GASC1 inh: 2.3; Pf Dd2 growth: -62; C diff HTS: 12

What do the screens show for `CC(C)NC(=O)N(C)C[C@H]1OCCCC[C@H](C)Oc2ccc(NC(=O)CCC(F)(F)F)cc2C(=O)N([C@@H](C)CO)C[C@H]1C`?
T cruzi growth: 45; GASC1 inh: -1.1; Pf Dd2 growth: -7; C diff HTS: 4

What do the screens show for `CCCN(C)C[C@H]1Oc2ncc(-c3ccccc3F)cc2C(=O)N([C@H](C)CO)C[C@@H]1C`?
T cruzi growth: 78; GASC1 inh: 0.0; Pf Dd2 growth: -66; C diff HTS: 5

Results for COc1cccc(NC(=O)N(C)C[C@@H]2Oc3ncc(C#Cc4ccc(F)cc4)cc3C(=O)N([C@H](C)CO)C[C@H]2C)c1 ?
T cruzi growth: 117*; GASC1 inh: -0.9; Pf Dd2 growth: -14; C diff HTS: -16

What do the screens show for `CN(C)CC#Cc1ccc([C@H]2[C@H](CO)N3CCCCN(S(=O)(=O)c4ccccc4)C[C@@H]23)cc1`?
T cruzi growth: 60; GASC1 inh: 2.4; Pf Dd2 growth: -48; C diff HTS: 3

How did CCCN(C)C[C@H]1Oc2ncc(Br)cc2C(=O)N([C@H](C)CO)C[C@@H]1C do in these assays?
T cruzi growth: 2; GASC1 inh: 2.9; Pf Dd2 growth: -18; C diff HTS: 9

What do the screens show for `COc1cccc(NC(=O)N(C)C[C@@H]2Oc3ncc(C#Cc4ccc(F)cc4)cc3C(=O)N([C@@H](C)CO)C[C@H]2C)c1`?
T cruzi growth: 113*; GASC1 inh: -2.3; Pf Dd2 growth: -39; C diff HTS: -9

How did O=C(CN1CCOCC1)N1CCCCN2[C@@H](CO)[C@H](c3ccc(-c4ccccc4)cc3)[C@@H]2C1 do in these assays?
T cruzi growth: 112*; GASC1 inh: -1.6; Pf Dd2 growth: 8; C diff HTS: -8

Results for O=C(N[C@@H]1C=C[C@H](CC(=O)N2CCCCC2)O[C@H]1CO)c1ccc2c(c1)OCO2 ?
T cruzi growth: 19; GASC1 inh: -0.6; Pf Dd2 growth: 11

What do the screens show for `O=C(C[C@@H]1CC[C@@H]2[C@H](COC[C@H](O)CN2C(=O)c2ccncc2)O1)NC1CCC1`?
T cruzi growth: 108*; GASC1 inh: -2.2; Pf Dd2 growth: -16; C diff HTS: 5&4

Results for CNC[C@@H]1Oc2ccc(NC(=O)NC(C)C)cc2CC(=O)N([C@H](C)CO)C[C@@H]1C ?
T cruzi growth: 26; GASC1 inh: 0.2; Pf Dd2 growth: 12; C diff HTS: 5

Results for Cc1ccccc1-c1cnc2c(c1)C(=O)N([C@H](C)CO)C[C@H](C)[C@H](CN(C)C(=O)c1cccnc1)O2 ?
T cruzi growth: -8; GASC1 inh: -4.5; C diff HTS: 2

What do the screens show for `CC(C)NC(=O)N1[C@H](CO)[C@H](c2ccccc2)[C@@H]1CNCc1ccccc1`?
GASC1 inh: 0.2; Pf Dd2 growth: -54; C diff HTS: 1

How did Cc1ccc(-c2ccc([C@@H]3[C@@H](CO)N4CCCCN(Cc5cncnc5)C[C@@H]34)cc2)cc1 do in these assays?
T cruzi growth: 28; GASC1 inh: 0.0; Pf Dd2 growth: 24; C diff HTS: -3

Results for C[C@H](CO)N1C[C@H](C)[C@@H](CN(C)C(=O)Nc2ccc(C(F)(F)F)cc2)Oc2ccc(NS(C)(=O)=O)cc2C1=O ?
T cruzi growth: 8; Pf Dd2 growth: 5; C diff HTS: -2

What do the screens show for `COc1ccc(S(=O)(=O)N2C[C@H](O)COC[C@@H]3O[C@H](CC(=O)N[C@H]4CCN(Cc5ccccc5)C4)CC[C@H]32)cc1`?
T cruzi growth: 71; GASC1 inh: -1.1; C diff HTS: 8&0

What do the screens show for `C[C@H](CO)N1C[C@H](C)[C@@H](CN(C)Cc2ccncc2)Oc2ccc(NC(=O)Nc3ccccc3)cc2C1=O`?
T cruzi growth: 35; Pf Dd2 growth: 16; C diff HTS: -4

How did O=C(Nc1ccccc1F)N1C[C@H]2[C@@H](c3ccccc31)[C@@H](CO)N2C(=O)C1CCOCC1 do in these assays?
T cruzi growth: -69; GASC1 inh: 0.2; Pf Dd2 growth: -71; C diff HTS: 5

What do the screens show for `Cc1ccc(S(=O)(=O)N2CC[C@@H]3[C@@H](CO)Nc4ccc(C#Cc5ccc(F)cc5)cc4[C@@H]32)cc1`?
T cruzi growth: -5; GASC1 inh: -2.1; Pf Dd2 growth: -11; C diff HTS: 27

What do the screens show for `C[C@@H]1CN([C@@H](C)CO)C(=O)c2cc(NC(=O)C3CC3)ccc2O[C@H]1CN(C)Cc1ccccc1`?
T cruzi growth: 17; GASC1 inh: 4.0; Pf Dd2 growth: 24; C diff HTS: 1

What do the screens show for `C[C@H]1CN([C@@H](C)CO)C(=O)c2cccc(NC(=O)Nc3ccc(C(F)(F)F)cc3)c2O[C@H]1CN(C)Cc1ccc(C(F)(F)F)cc1`?
T cruzi growth: 94; GASC1 inh: -1.4; Pf Dd2 growth: -8; C diff HTS: 27

What do the screens show for `COc1ccc2c3c(n(C)c2c1)[C@H](CO)N(C(=O)CN(C)C)CC31CCN(C(=O)C2CCC2)CC1`?
GASC1 inh: -0.2; Pf Dd2 growth: 7; C diff HTS: -8

2 successive compounds out of the list so far:
Results for C[C@H](CO)N1C[C@H](C)[C@@H](CN(C)C(=O)Nc2ccc(C(F)(F)F)cc2)Oc2ccc(NS(C)(=O)=O)cc2C1=O ?
T cruzi growth: 8; Pf Dd2 growth: 5; C diff HTS: -2

What do the screens show for `COc1ccc(S(=O)(=O)N2C[C@H](O)COC[C@@H]3O[C@H](CC(=O)N[C@H]4CCN(Cc5ccccc5)C4)CC[C@H]32)cc1`?
T cruzi growth: 71; GASC1 inh: -1.1; C diff HTS: 8&0

Four records drawn at random from those above:
Results for O=C(N[C@@H]1C=C[C@H](CC(=O)N2CCCCC2)O[C@H]1CO)c1ccc2c(c1)OCO2 ?
T cruzi growth: 19; GASC1 inh: -0.6; Pf Dd2 growth: 11

What do the screens show for `C[C@@H]1CN([C@@H](C)CO)C(=O)c2cc(NC(=O)C3CC3)ccc2O[C@H]1CN(C)Cc1ccccc1`?
T cruzi growth: 17; GASC1 inh: 4.0; Pf Dd2 growth: 24; C diff HTS: 1

What do the screens show for `CN(C)CC#Cc1ccc([C@H]2[C@H](CO)N3CCCCN(S(=O)(=O)c4ccccc4)C[C@@H]23)cc1`?
T cruzi growth: 60; GASC1 inh: 2.4; Pf Dd2 growth: -48; C diff HTS: 3

How did CCCN(C)C[C@H]1Oc2ncc(Br)cc2C(=O)N([C@H](C)CO)C[C@@H]1C do in these assays?
T cruzi growth: 2; GASC1 inh: 2.9; Pf Dd2 growth: -18; C diff HTS: 9

Next records:
How did C[C@@H]1CN([C@H](C)CO)C(=O)c2cc(NC(=O)CCN3CCOCC3)ccc2O[C@H]1CN(C)S(=O)(=O)c1ccc(F)cc1 do in these assays?
T cruzi growth: 24; GASC1 inh: 1.0; Pf Dd2 growth: 10; C diff HTS: -3

How did COc1cccc(-c2ccc([C@@H]3[C@H](CO)N(C(C)=O)C34CN(C(C)=O)C4)cc2)c1 do in these assays?
GASC1 inh: 1.5; Pf Dd2 growth: -41; C diff HTS: -4

How did CC(C)NC(=O)N1C[C@@H]2[C@H](c3ccccc31)[C@H](CO)N2C(=O)c1ccccn1 do in these assays?
T cruzi growth: 32; GASC1 inh: 0.3; Pf Dd2 growth: 16; C diff HTS: -3

What do the screens show for `COc1ccc2c3c([nH]c2c1)[C@@H](CO)N(C(=O)Nc1ccc(F)cc1)CC31CCN(S(=O)(=O)c2ccccc2)CC1`?
GASC1 inh: -0.4; Pf Dd2 growth: -84*; C diff HTS: 8

How did C/C=C/c1ccc(C2[C@H]3CNC[C@@H]2N3C(=O)Nc2cc(F)ccc2F)cc1 (some centres not stated) do in these assays?
GASC1 inh: -0.2&-0.1; Pf Dd2 growth: 7&12; C diff HTS: -8&-9

Results for O=S(=O)(Cc1ccccc1)N1CCCCN2[C@H](CO)[C@H](c3ccc(-c4cccnc4)cc3)[C@@H]2C1 ?
T cruzi growth: 89; GASC1 inh: -0.4; Pf Dd2 growth: 17; C diff HTS: -3

What do the screens show for `C[C@H]1CN([C@@H](C)CO)C(=O)c2cccc(NS(=O)(=O)c3cccs3)c2O[C@H]1CN(C)Cc1ccncc1`?
T cruzi growth: -38; GASC1 inh: -0.2; Pf Dd2 growth: -26; C diff HTS: 3
